# HT1080 cytotoxicity = cytotoxicity in HT1080 fibrosarcoma cells, cell-based, fluorescence readout (AID 620) | HT1080 viability, fluorescence; higher % means a stronger effect | cytotoxicity, % at 10 µM, or EC50 in µM where a hit was titrated | 0.42% of 87,000 active;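 further: cells exposed to compound overnight then 4 h with Alamar Blue; 0% = vehicle DMSO and 100% = killing control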
# Spn MK inh = blocks S. pneumoniae mevalonate kinase | purified MK, PK/LDH-coupled NADH absorbance 340 nm | inhibition, % at 10 µM | 0.48% of 65,000 active | AID 555;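 active means ranked among the strongest by inhibition in the single 10 µM screen, a fixed top-ranked set picked for dose follow-up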; further: no value below 0 was filed
# LYP inhibition = LYP phosphatase inhibitors, primary screen, biochemical, DiFMUP fluorescence, recombinant catalytic domain, 10 µM (AID 606). 52,000 tested, under 10 active. recombinant LYP catalytic domain, DiFMUP fluorescence; higher % means a stronger effect. inhibition, % at 10 µM, or IC50 in µM where a hit was titrated;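 active means IC50 under 40 µM in the dose-response test; inactive means IC50 of 40 µM or more, or never dose-tested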
# HPDE-C7K KRASV12 = viability loss of HPDE-C7K cells – cell-based, fluorescence, HTS, primary screen (AID 431). HPDE-C7K KRASV12 cells, Alamar Blue viability, 48 h; higher % means a stronger effect. cytotoxicity, % at 10 µM, or EC50 in µM where a hit was titrated. 1.7% of 63,000 active;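 active means compounds whose percent cytotoxicity in the single-dose primary screen, scaled between solvent and toxic-drug controls, exceeds 50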;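 further: 0% = DMSO solvent wells and 100% = doxorubicin-treated wells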
# TNAP inhibition = human TNAP enzyme inhibitors, biochemical, luminescent (AID 518). purified TNAP enzyme, luminescent substrate readout; higher % means a stronger effect. one-dose inhibition, % at 20 µM; IC50 in µM for titrated hits. 0.09% of 64,000 active; in the data active means a potency from the dose series; inactive means the rest, 99 in 100 with inhibition below about 22%;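 further: plate controls were vehicle for no effect and reference inhibitor for full effect; many of its hits are not listed in these tables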
# Spn PMK inh = S. pneumoniae PMK inhibition. purified PMK, PK/LDH-coupled NADH absorbance 340 nm. inhibition, % at 10 µM. 0.49% of 65,000 active. AID 539;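 active means top-ranked compounds by inhibition in the single 10 µM screen, taking a fixed number of the strongest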;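 further: 0% = full reaction with DMSO carrier and 100% = background rate without enzyme reaction; no value below 0 was filed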
# Spn DPM-DC inh = inhibitors of Streptococcus pneumoniae diphosphomevalonate decarboxylase. purified DPM-DC, PK/LDH coupled NADH fluorescence. calls only at 10 µM. 0.49% of 65,000 active;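 active means the 320 compounds with the highest percent inhibition in the single-dose primary screen, excluding strongly autofluorescent ones, cut at about 32% in these data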;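 further: kinetic rate of NADH fluorescence loss reporting ADP formed by the decarboxylase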
# HPDE-C7 viability = cytotoxicity in HPDE-C7 cells, cell-based, fluorescence, HTS (AID 430) | HPDE-C7 pancreatic duct cells viability, fluorescence; higher % means a stronger effect | cytotoxicity, % at 10 µM; hits with a dose series show EC50 in µM | 1.8% of 63,000 active;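 further: cells exposed to compound for 48 hours before viability readout; 0% = vehicle and 100% = reference cytotoxic drug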
# Bfl-1 displacement = Bfl-1 inhibitors, primary screen, biochemical, fluorescence polarization, FITC-Bid, mouse (AID 432). FITC-Bid BH3 peptide fluorescence polarization displacement; higher % means a stronger effect. displacement, % at 20 µM; hits with a dose series show IC50 in µM. 0.02% of 64,000 active; in the data active means a potency from the dose series; inactive means the rest, 99 in 100 with displacement below about 15%; further: strong numbers were not always called active
# Spn PMK inh pilot replicates = further read-out of Spn PMK inh, marked with its call; inhibition, %; measured here: pilot screen replicates
# Spn MK inh pilot replicates = recorded beside Spn MK inh, whose call it bears; inhibition, %; measured here: pilot screen replicates
# Spn DPM-DC inh pilot screen % = further read-out of Spn DPM-DC inh, marked with its call; inhibition, %; measured here: pilot screen trials
# * marks the source's active call; other numbers are inactive results; i = inactive; nt = no result given. Unless noted, no stated cut-off is given here; in the data, active means cytotoxicity above about 50%; inactive means the rest.
SMILES,HT1080 cytotoxicity,Spn MK inh,LYP inhibition,HPDE-C7K KRASV12,TNAP inhibition,Spn PMK inh,Spn DPM-DC inh,HPDE-C7 viability,Bfl-1 displacement,others
CCOC(=O)CC1C(=O)NCCN1C(=O)c1cc2c(=O)n3ccccc3nc2s1 (configuration not stated),2%,2,-7%,2%,4%,2,nt,-2%,4%,
O=C(C1=C(O)C(=O)N(c2ncccn2)C1c1cccc(Cl)c1)c1ccco1 (configuration not stated),nt,24,-9%,25%,13%,4,i,-6%,nt,Spn PMK inh pilot replicates=2.0;Spn MK inh pilot replicates=0.0;Spn DPM-DC inh pilot screen %=2.5
N=c1sccn1CC(=O)Nc1ccc(S(=O)(=O)N2CCOCC2)cc1,1%,4,-2%,-12%,5%,6,i,2%,-10%,
COC(=O)/C=C(\C)NC(=O)c1cccs1,-3%,9,18%,-16%,15%,17,i,-9%,-2%,
O=C(NCc1nnc2n1CCCCC2)c1ccc(Cl)cc1Cl,-12%,5,7%,-3%,9%,4,i,-12%,-6%,
CC(=O)Nc1c(C(=O)NCc2ccccc2)nnn1Cc1ccccc1,1%,4,5%,-3%,1%,19,i,-3%,0%,
CC1(C)OC(=O)C(=CNc2ccccc2F)C(=O)O1,-4%,6,3%,-2%,14%,8,i,-1%,3%,Spn PMK inh pilot replicates=8.0;Spn MK inh pilot replicates=2.5;Spn DPM-DC inh pilot screen %=6.0
COc1ccc(-c2cn3c(C)c(C(=O)N4CCN(c5ccc(F)cc5)CC4)sc3n2)cc1,-4%,0,-4%,-19%,0%,12,i,-17%,0%,
CCOc1ccccc1NS(=O)(=O)c1ccc(Br)s1,21%,4,7%,19%,11%,6,i,13%,-3%,
CCOC(=O)c1c(C)[nH]c(C(=O)OCC(=O)Nc2cc(C)ccc2OC)c1C,-1%,2,7%,-4%,15%,14,i,-5%,1%,
O=C(Cn1cc2c(n1)CCCC2)NCCCN1CCN(Cc2ccccc2)CC1,-7%,10,3%,-10%,-5%,11,i,-4%,2%,
CCOC(=O)CCc1n[nH]c(=O)[nH]c1=O,-2%,6,nt,-6%,5%,6,i,-4%,2%,
CC1(C)C(c2ccccc2)=[N+]([O-])CN1O,-5%,4,nt,-19%,12%,8,i,-16%,5%,
C#CCNc1cc(C)nc2ncnn12,-7%,5,nt,-9%,0%,7,i,-3%,-2%,
O=C1CNC(=O)/C1=C\N1CCN(C(c2ccccc2)c2ccccc2)CC1,10%,2,nt,-4%,1%,9,i,3%,-2%,
CC(C)(C)NC(=O)NC(=O)COC(=O)Cn1c(C(F)(F)F)nc2ccccc21,-6%,6,5%,0%,11%,14,i,-2%,-8%,
c1ccc(CSc2nnc(-c3cccs3)n2Cc2ccco2)cc1,-4%,7,4%,-22%,8%,11,i,-7%,2%,Spn PMK inh pilot replicates=0.0;Spn MK inh pilot replicates=0.0;Spn DPM-DC inh pilot screen %=0.0
CCCn1c(SCC(=O)Nc2nonc2C)nnc1-c1ccoc1C,2%,13,4%,-3%,14%,15,i,-11%,-1%,
c1ccc(CNc2ccc3c(c2)ncn3C2CCCCC2)nc1,-6%,5,11%,-2%,12%,0,i,-20%,4%,Spn PMK inh pilot replicates=0.0;Spn MK inh pilot replicates=3.0;Spn DPM-DC inh pilot screen %=1.5
Cc1ccc(C)c(N2CCN(C(=O)C3CCCN(S(=O)(=O)c4c(C)[nH]c(=O)[nH]c4=O)C3)CC2)c1 (configuration not stated),nt,9,nt,-4%,10%,18,i,-17%,-5%,
CCOC(=O)C(C)c1n[nH]c(=O)c2ccccc12 (configuration not stated),-2%,7,6%,2%,12%,0,i,5%,0%,
O=C1NC(c2cccs2)C(C(=O)c2ccccc2)C(O)(C(F)(F)F)N1 (configuration not stated),1%,4,nt,-12%,-4%,4,i,-11%,3%,
CCOC(=O)c1cc(OC(=O)c2cccs2)n(-c2ccccc2)n1,-5%,10,9%,-11%,7%,9,i,-5%,-6%,
CS(=O)(=O)N(CCc1ccccc1)CC(=O)NCc1cccnc1,4%,10,8%,-4%,6%,5,i,-15%,-12%,
CSc1cc(/C=N/O)c(SC)s1,6%,4,14%,7%,11%,12,i,10%,0%,
COc1ccc2c(C)nc(Nc3nc(C)cc(C)n3)nc2c1,10%,14,16%,-1%,8%,18,i,-5%,-1%,Spn PMK inh pilot replicates=1.5;Spn MK inh pilot replicates=0.0;Spn DPM-DC inh pilot screen %=3.5
O=C(c1ccco1)N1CCN(C(=O)c2ccccc2Oc2ccccc2)CC1,2%,8,1%,-6%,18%,0,i,-15%,-9%,
CC(=O)c1ccc(N2CCN(C(=O)C3CCC3)CC2)cc1,3%,9,7%,2%,-2%,7,i,7%,3%,
Cc1ccc(N2C(=O)C3C4C=CC(C4)C3C2=O)cc1C (configuration not stated),-1%,0,nt,0%,2%,14,i,-3%,-3%,
CCN(CC)C(=O)CSc1nc2ccc(NC(=O)CSc3nccn3C)cc2s1,15%,10,16%,24%,6%,4,i,24%,1%,Spn PMK inh pilot replicates=0.0;Spn MK inh pilot replicates=0.0;Spn DPM-DC inh pilot screen %=0.0
Cc1cc(O)cc(O)c1C(=O)Cc1cscn1,0%,10,nt,2%,8%,15,i,4%,0%,
O=C(Nc1ccc2c(c1)OCO2)c1c(F)cccc1F,5%,10,19%,-12%,5%,4,i,-14%,3%,
Cc1nc2sc3c(c2c2nc(-c4ccco4)nn12)CC(C)(C)OC3,-1%,5,4%,12%,2%,8,i,-4%,-3%,
COc1ccc(-c2nnc3sc(COc4ccc(C)cc4)nn23)cc1,14%,6,nt,-13%,4%,8,i,-15%,-7%,
Cc1ccc(N2CC(C(=O)Nc3cc(C)ccc3F)CC2=O)cc1 (configuration not stated),4%,4,nt,-9%,8%,0,i,-13%,-1%,
O=C(O)C1C2C=CC(C3CC23)C1C(=O)NCCc1ccccc1 (configuration not stated),-7%,0,-9%,-9%,6%,20,i,-10%,2%,Spn PMK inh pilot replicates=3.0;Spn MK inh pilot replicates=0.0;Spn DPM-DC inh pilot screen %=0.0
COC(=O)c1ccc(OCC(O)CN2CCC(C)CC2)cc1 (configuration not stated),9%,1,1%,-4%,-2%,0,i,29%,-5%,
COc1ccc(CCNC(=O)C2CCN(S(=O)(=O)c3cnc[nH]3)CC2)cc1OC,-7%,7,nt,3%,13%,10,i,-4%,-4%,
COc1ccc(C(=O)Cn2c(N3CCCCC3)nc3c2c(=O)n(C)c(=O)n3C)cc1OC,31%,0,nt,-8%,6%,2,i,-12%,6%,Spn PMK inh pilot replicates=1.0;Spn MK inh pilot replicates=0.0;Spn DPM-DC inh pilot screen %=0.5
Cc1cc(NC(=O)c2ccccc2)sc1C,9%,5,nt,4%,8%,1,i,2%,2%,
CCCOc1ccc(S(=O)(=O)NCc2ccc(OC)cc2)cc1,0%,5,14%,0%,16%,5,i,7%,-9%,
O=C(Nc1ccc(S(=O)(=O)N2CCC(C(=O)NC3CCCCC3)CC2)cc1)c1ccco1,7%,15,nt,-17%,5%,14,i,-7%,-4%,
CCN(CC)CCNc1ccnc2cc(Cl)ccc12,3%,3,12%,12%,8%,1,i,9%,1%,
O=C(CN1C(=O)NC2(CCCc3ccccc32)C1=O)N1CCc2ccccc2C1 (configuration not stated),9%,0,-6%,-21%,6%,2,i,-13%,-2%,
COC(=O)C(O)(CC(=O)c1ccc(OC)cc1)C(F)(F)F (configuration not stated),4%,9,12%,-2%,16%,8,i,-13%,1%,Spn PMK inh pilot replicates=4.0;Spn MK inh pilot replicates=1.5;Spn DPM-DC inh pilot screen %=0.5
CCn1c(CNc2ccc(C)cc2)nnc1SCC(=O)NCc1ccccc1,3%,3,12%,-5%,5%,7,i,-13%,-1%,Spn PMK inh pilot replicates=0.0;Spn MK inh pilot replicates=0.0;Spn DPM-DC inh pilot screen %=0.0
CC1CCN(S(=O)(=O)c2ccc(NC(=O)Cn3nnc(-c4ccccc4F)n3)cc2)CC1,-5%,10,6%,-15%,10%,0,i,-31%,-6%,
CCOC(=O)c1c(C(F)(F)C(F)(F)C(F)(F)C(F)(F)F)n[nH]c1C,-11%,0,10%,10%,22%,6,i,-8%,-3%,Spn PMK inh pilot replicates=0.5;Spn MK inh pilot replicates=0.0;Spn DPM-DC inh pilot screen %=2.5
O=C(Nc1ccccc1)NC1(C(=O)NCCCN2CCOCC2)CCCCC1,1%,8,nt,1%,0%,20,i,-13%,6%,
CC1Cc2ccccc2N1C(=O)CSc1ncccc1C(=O)O (configuration not stated),17%,18,15%,8%,8%,4,i,-4%,1%,
C[C@H]1C[C@H]2[C@@H]3CCC4=CC(=O)C=C[C@]4(C)[C@@]3(Cl)[C@@H](O)C[C@]2(C)[C@@]1(O)C(=O)CO,-8%,4,12%,0%,10%,5,i,0%,1%,Spn PMK inh pilot replicates=5.0;Spn MK inh pilot replicates=0.0;Spn DPM-DC inh pilot screen %=0.0
COc1ccc(CN(C2CCCC2)S(=O)(=O)c2ccc(-n3cnnn3)cc2)cc1,-2%,10,nt,-4%,11%,0,i,-13%,-5%,
Cc1cc(C)cc(NC(=O)CSc2nnc(CNC(=O)c3cccs3)o2)c1,nt,0,8%,4%,2%,2,i,-2%,6%,
O=C(Nn1cnnc1)c1cc2cc(Br)ccc2oc1=O,-6%,9,-3%,7%,10%,9,i,9%,-2%,
COC(=O)N1CC(C)N(C(=O)OC)CC1C (configuration not stated),4%,10,7%,1%,4%,10,i,-3%,-3%,
CN1CCN(S(=O)(=O)c2ccc(-c3ccccc3)cc2)CC1,3%,5,4%,-2%,15%,3,i,-9%,-6%,
CC(=O)C1=C(N2CCCCC2)CCC1=O,-2%,7,-3%,0%,12%,9,i,-1%,-2%,Spn PMK inh pilot replicates=2.5;Spn MK inh pilot replicates=0.0;Spn DPM-DC inh pilot screen %=0.0
Cc1ccc(CN2CCN(C(=O)C3CCCO3)CC2)cc1 (configuration not stated),5%,1,2%,-17%,11%,6,i,-27%,-3%,
COc1ccc(C)cc1NC(=O)CN(c1ccccc1)S(C)(=O)=O,6%,6,4%,-2%,8%,0,i,-8%,3%,
O=C(CCNS(=O)(=O)c1ccc(Br)s1)NC1CCCC1,-6%,3,-3%,-17%,-2%,12,i,-15%,-2%,

# Next results.
SMILES,HT1080 cytotoxicity,Spn MK inh,LYP inhibition,HPDE-C7K KRASV12,TNAP inhibition,Spn PMK inh,Spn DPM-DC inh,HPDE-C7 viability,Bfl-1 displacement,others
Cn1c(C(=O)NCc2cccs2)cc2oc3ccccc3c21,-5%,0,1%,nt,12%,17,i,nt,-6%,
O=C(Nc1cccnc1)c1cc2nc(C3CC3)cc(C(F)(F)F)n2n1,4%,12,22%,4%,18%,3,i,-16%,-2%,
Cc1[nH]c(=S)[nH]c(=O)c1CCOc1ccccc1,0%,0,nt,-8%,8%,0,i,-3%,-4%,
COc1cccc(C2C(C#N)=C(N)OC3=C2C(=O)CC(c2ccco2)C3)c1OCc1ccc(F)cc1 (configuration not stated),-6%,0,8%,-17%,9%,12,i,-10%,-10%,

# Screens as filed in PubChem.

# This is a random part of the collection; 3.5% or so of the library scored in one or more.
